# From PubChem
# HIV Rev-RRE inh = inhibitors of HIV-1 Rev-RRE RNA interaction | inhibition, % at 8 µM | AID 704 | P05866 | hit rate 0.79% among 97,000 | Rev peptide-RRE RNA binding, FRET;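 active = inhibition above the screen-wide mean plus 3 SD, cut at about 35% in these data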;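 also: 0% = median DMSO wells and 100% = median Neomycin B control wells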
# Target sequence (P05866 whole entry, looked up): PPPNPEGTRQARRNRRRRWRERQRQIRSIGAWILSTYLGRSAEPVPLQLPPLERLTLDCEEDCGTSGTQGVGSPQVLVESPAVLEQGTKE
#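 Material: labelled RRE RNA duplex and labelled Rev peptide / Buffer or medium: HEPES pH 7.5 salt buffer with EDTA / Compound dosing: single point, 8 µM final nominal compound concentration / Benchmarks: DMSO low control, neomycin B high control / Timing: 5 min preincubation and 15 min binding, 25 °C / Technique: FRET fluorescence readout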
# PLAP act = human PLAP activation | purified PLAP enzyme, luminescent substrate read-out; stronger effect = higher value | activation fold at 20 µM | AID 696 | hit rate 1.2% among 96,000; in the data active = activation fold above about 2
# MT1-MMP txn act = MT1-MMP promoter transcription activation | HT1080 MT1-MMP promoter luciferase reporter, luminescence, overnight; stronger effect = higher value | activation factor at 10 µM | hit rate 0.16% among 86,000;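 active = activation factor of at least 2 for MT1-MMP transcription at 10 µM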
# FAK inh = blocks human focal adhesion kinase activity; Q05397; biochemical FAK kinase activity assay; inhibition, %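 (tested at 7 µM)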; hit rate 0.84% among 97,000; AID 727; in the data active = inhibition above about 19%;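 also: 0% = DMSO and 100% = reference compound high control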
# PLK1 kinase inh = PLK1 (human) kinase inhibition; AID 619; recombinant PLK1 kinase, TR-FRET peptide phosphorylation; inhibition, % at 10 µM; P53350; hit rate 0.53% among 97,000;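 active = inhibition of 50% or more in the single-concentration screen; inactive = inhibition below 50%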;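 also: 0% = DMSO max control and 100% = H-89 dihydrochloride min control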
# S1P2 agonist = S1P2 (human) receptor agonism. hit rate 0.46% among 97,000. O95136. activation, % at 4.5 µM. S1P2-expressing cell line, agonist reporter read-out; in the data active = activation above about 16%;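 also: 0% = vehicle low control and 100% = maximal reference agonist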
# EphB4 ephrin blk = EphB4-ephrin-B2 interaction antagonism; EphB4 LBD / TNYL-RAW-Alexa532 peptide, fluorescence polarization; inhibition, % at 7 µM; P54760; hit rate 0.15% among 97,000; AID 720;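 active = inhibition above the screen-wide mean inhibition plus 3 SD, cut at about 15% in these data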;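 also: 0% = DMSO wells and 100% = excess unlabeled TNYL-RAW peptide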
# Target sequence (P54760 whole entry, looked up, the tested form may be a part): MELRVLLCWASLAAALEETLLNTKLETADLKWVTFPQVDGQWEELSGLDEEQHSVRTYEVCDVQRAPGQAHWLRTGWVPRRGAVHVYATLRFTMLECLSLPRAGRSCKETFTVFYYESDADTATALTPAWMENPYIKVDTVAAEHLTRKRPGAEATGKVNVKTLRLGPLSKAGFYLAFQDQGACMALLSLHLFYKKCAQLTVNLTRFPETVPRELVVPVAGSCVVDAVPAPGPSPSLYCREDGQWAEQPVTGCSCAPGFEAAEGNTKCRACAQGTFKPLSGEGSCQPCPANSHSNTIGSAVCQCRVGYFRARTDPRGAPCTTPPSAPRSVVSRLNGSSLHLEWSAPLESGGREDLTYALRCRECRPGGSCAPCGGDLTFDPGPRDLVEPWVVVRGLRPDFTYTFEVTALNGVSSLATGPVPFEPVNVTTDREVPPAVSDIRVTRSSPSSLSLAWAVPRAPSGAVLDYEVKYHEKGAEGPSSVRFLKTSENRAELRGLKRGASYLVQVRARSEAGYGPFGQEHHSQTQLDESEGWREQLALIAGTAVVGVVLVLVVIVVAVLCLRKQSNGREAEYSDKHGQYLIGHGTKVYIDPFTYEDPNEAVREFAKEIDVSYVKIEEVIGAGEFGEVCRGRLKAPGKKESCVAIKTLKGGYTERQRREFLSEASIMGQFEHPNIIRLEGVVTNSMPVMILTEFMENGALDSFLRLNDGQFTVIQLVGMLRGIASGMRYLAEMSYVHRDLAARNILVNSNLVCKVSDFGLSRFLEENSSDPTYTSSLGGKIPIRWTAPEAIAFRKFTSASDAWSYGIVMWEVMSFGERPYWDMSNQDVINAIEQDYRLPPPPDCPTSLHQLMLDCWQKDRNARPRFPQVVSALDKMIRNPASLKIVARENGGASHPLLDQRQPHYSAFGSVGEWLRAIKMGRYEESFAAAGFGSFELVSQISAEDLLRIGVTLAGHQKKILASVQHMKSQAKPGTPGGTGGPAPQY
# Plk1 PBD FP = inhibitors of human Plk1 polo box domain binding | P53350 | Plk1 PBD phosphopeptide binding, fluorescence polarization | inhibition, %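 (tested at about 20 µM)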 | hit rate 0.13% among 97,000 | AID 693; in the data active = inhibition above about 34%, passing the limit was not always enough
# S1P2 blocker = blocks the human S1P2 receptor. cell-based S1P2 antagonist assay, inhibition at 5 uM. inhibition, % at 5 µM. hit rate 0.21% among 97,000. AID 736; in the data active = inhibition above about 45%;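 also: CRE beta-lactamase reporter cells expressing human S1P2 stimulated with S1P; 0% = agonist at EC80 alone and 100% = agonist plus reference antagonist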
# An asterisk follows results filed as active; x = not tested or not shown.
SMILES,HIV Rev-RRE inh,PLAP act,MT1-MMP txn act,FAK inh,PLK1 kinase inh,S1P2 agonist,EphB4 ephrin blk,Plk1 PBD FP,S1P2 blocker
CC1=C(C(N)=O)C(c2ccncc2)n2nc(-c3ccccc3Cl)nc2N1 (stereo unspecified),3.9,0.9,1.2,3.0,-13.6,-1.4,-7.8,9.6,13.0
Cc1nc2cc(NCc3nc4ccccc4n3Cc3ccccc3)ccc2n1C,5.6,1.5,1.1,-1.9,-7.9,-11.4,6.0,-24.4,9.3
CCCc1sc(N/N=C/c2ccccn2)nc1-c1ccc(Br)cc1,3.1,x,x,-0.7,-7.7,-6.1,-8.0,5.7,-7.7
COc1ccc(Cn2nnnc2C(c2cccs2)N2CCOCC2)cc1 (stereo unspecified),6.8,1.4,1.1,0.4,-5.3,-3.5,4.1,-11.6,10.7
O=c1c2ccccc2oc2nc3ccn(Cc4ccncc4)c(=O)c3cc12,0.6,1,x,-0.9,-17.5,-5.8,0.6,-8.0,12.1
CC(C)Cc1cc(C(=O)Nc2sc3c(c2C#N)CCC3)no1,-4.2,0.8,x,-10.7,-4.7,-2.9,-7.7,-10.3,-15.9
CCN1CCCC1Cn1cnc2c([nH]c3ccc(C)cc32)c1=O (stereo unspecified),8.8,1,1.1,-3.0,0.1,-6.5,4.8,0.9,15.1
CS(=O)(=O)N(CC(=O)N1CCN(c2ccccc2)CC1)c1cccc(Br)c1,3.9,1.7,1,-2.7,4.3,-8.1,-8.1,-4.9,10.3
O=C(NNC(=O)c1cc2cc3ccccc3nc2s1)c1cccc(C(F)(F)F)c1,1.1,1.3,x,24.9*,-7.6,0.1,1.0,2.9,10.2
N=c1oc2ccc3ccccc3c2cc1-c1nnc2n1CCCCC2,4.2,1.4,1.1,1.9,-11.9,1.3,-5.0,7.6,-5.1
O=C(Oc1nsnc1N1CCCCC1)N1CCOCC1,0.6,x,1.2,1.8,-10.3,-1.0,-9.9,-3.6,-4.8
Cc1ccc(NC(=O)N2CCC(C(=O)Nc3ccc(C)cc3C)CC2)cc1,-1.9,x,1.1,1.7,-10.7,-1.1,-5.1,8.7,11.2
COCC(=O)Nc1nc2ccc(C)cc2s1,1.5,1,0.7,-0.5,-4.1,-0.1,7.3,7.0,-6.5
COc1ccc2c(c1)C(=O)OC2CC(=O)O (stereo unspecified),12.6,1,1.3,4.2,-1.3,-6.5,9.7,5.2,6.5
COc1ccccc1NC(=O)C(C)NS(=O)(=O)c1ccccc1 (stereo unspecified),-0.6,1.1,1,-1.0,-3.4,-1.2,-1.0,-8.0,-12.2

# 7 entries out of the list, sorted by molecular weight, high to low.
SMILES,HIV Rev-RRE inh,PLAP act,MT1-MMP txn act,FAK inh,PLK1 kinase inh,S1P2 agonist,EphB4 ephrin blk,Plk1 PBD FP,S1P2 blocker
O=C(NNC(=O)c1cc2cc3ccccc3nc2s1)c1cccc(C(F)(F)F)c1,1.1,1.3,x,24.9*,-7.6,0.1,1.0,2.9,10.2
Cc1nc2cc(NCc3nc4ccccc4n3Cc3ccccc3)ccc2n1C,5.6,1.5,1.1,-1.9,-7.9,-11.4,6.0,-24.4,9.3
CC1=C(C(N)=O)C(c2ccncc2)n2nc(-c3ccccc3Cl)nc2N1 (stereo unspecified),3.9,0.9,1.2,3.0,-13.6,-1.4,-7.8,9.6,13.0
O=c1c2ccccc2oc2nc3ccn(Cc4ccncc4)c(=O)c3cc12,0.6,1,x,-0.9,-17.5,-5.8,0.6,-8.0,12.1
CC(C)Cc1cc(C(=O)Nc2sc3c(c2C#N)CCC3)no1,-4.2,0.8,x,-10.7,-4.7,-2.9,-7.7,-10.3,-15.9
COCC(=O)Nc1nc2ccc(C)cc2s1,1.5,1,0.7,-0.5,-4.1,-0.1,7.3,7.0,-6.5
COc1ccc2c(c1)C(=O)OC2CC(=O)O (stereo unspecified),12.6,1,1.3,4.2,-1.3,-6.5,9.7,5.2,6.5

# Additional results follow:
SMILES,HIV Rev-RRE inh,PLAP act,MT1-MMP txn act,FAK inh,PLK1 kinase inh,S1P2 agonist,EphB4 ephrin blk,Plk1 PBD FP,S1P2 blocker
O=C(NCCCN1CCOCC1)C(C(=O)c1ccccc1)n1ccccc1=O (stereo unspecified),10.0,1,1.1,-0.1,-3.5,-4.5,-5.5,-18.4,3.4
COc1ccc(OC(=O)c2cc(S(=O)(=O)N3CCCC3)ccc2Cl)cc1,16.8,1,1.4,-1.8,1.0,-3.9,-9.0,3.5,20.8
O=[n+]1c2c(n([O-])c3c1CCCC3)CCCC2,4.6,1.1,1.1,-1.1,-8.6,-5.1,-4.2,-25.1,1.6
CC(C)(C)NC(=O)Cn1c(=O)oc2cc(S(=O)(=O)N3CCc4ccccc43)ccc21,9.4,1.3,1,5.9,1.2,-5.6,4.5,1.7,0.6
COc1cc(/C=N/n2cnnc2)ccc1OCc1ccc(C)cc1,9.2,1.8,1.6,-2.2,-4.5,1.9,0.1,-7.8,-8.2
N#Cc1c2ncn(CC(=O)c3ccc(Br)cc3)c(=O)c2c2n1CCC2,-2.8,1,1.3,-14.4,-2.8,-5.8,-6.0,8.2,6.5
CCOC(=O)c1c(-c2ccc(C)o2)csc1NC(=S)NC(=O)c1ccccc1Br,6.4,1,x,3.9,-3.0,-6.4,-6.2,-7.0,2.0
OC(COc1ccccc1)CN1CCOCC1 (stereo unspecified),4.1,x,1.4,-1.8,-7.1,-4.3,-4.9,-8.6,-4.7
CC(=O)Nc1ccc(S(=O)(=O)NCCc2ccc(S(N)(=O)=O)cc2)cc1,11.6,1.1,x,0.0,-10.1,-5.0,3.8,-5.1,-0.3
CC(NC(=O)Cn1cnc([N+](=O)[O-])n1)c1ccccc1 (stereo unspecified),0.2,1,x,-0.8,-7.5,-8.2,3.3,19.6,18.7
Cc1sc2nc(-c3ccco3)oc(=O)c2c1C,10.9,1,1.2,5.3,2.7,-3.6,-0.2,-11.7,-18.5
Cc1cc(C)n(-c2nc3ccccc3c(=O)n2OCc2ccc(Cl)cc2)n1,9.4,1.1,1.3,0.0,-6.7,-3.5,1.0,6.4,16.0
OC1(c2cccc(C(F)(F)F)c2)CCN(c2ncnc3c2[nH]c2ccc(F)cc23)CC1,21.4,1.4,1.3,-0.1,-4.9,-15.6,3.1,-3.2,48.6*
Cc1ccc2oc(-c3cccc(NC(=S)NC(=O)/C=C/c4ccco4)c3)nc2c1,-0.3,1,x,13.4,-9.8,-3.9,-5.7,-20.6,-8.3
COc1cccc(C2N(c3cccc(Cl)c3)C(=O)C3CCCN32)c1OC (stereo unspecified),5.2,1.7,1.1,-4.0,-4.4,-3.1,-6.0,-7.3,1.3
COc1ccc(CC(C)N2CCN(c3cccc(C(F)(F)F)c3)CC2)cc1OC (stereo unspecified),14.5,1.5,1,-0.1,4.3,-3.7,-1.3,-15.5,-21.2
COc1ccc(Cn2c(CCC(=O)Nc3ccc(CC#N)cc3)nc3cccnc32)cc1,-2.8,0.9,1.1,-6.5,5.3,0.4,-0.2,-18.8,6.9
CCOC(=O)C1CCCN(C(=O)COC(=O)C2=COCCO2)C1 (stereo unspecified),2.5,1.2,1.2,1.3,-8.4,-5.5,-1.9,0.7,9.7
Cc1ccc(-n2c(C)nc3oc4ccccc4c(=O)c3c2=O)cc1,21.0,1.3,2.2*,8.4,-8.2,-8.4,-8.9,-2.6,8.8
CCOC(=O)c1c(N)nn(C(=O)C(C)C)c1-c1ccccc1,11.1,1.7,1.2,3.5,13.9,-3.4,2.8,-5.6,-12.1
CCOC(=O)c1c(NC(=O)C2COc3ccccc3O2)sc(C)c1C (stereo unspecified),6.0,x,1,-0.1,-8.6,-0.4,5.6,-12.2,7.2
O=C(CC(=O)NC1CCCCC1)N/N=C/c1cccc2ccccc12,3.6,0.9,x,2.1,-5.4,-2.6,2.3,-10.2,0.8
Cc1cnc(C(=O)Nc2ccccc2C(=O)N2CCOCC2)cn1,6.0,0.8,1.1,-4.3,-3.2,-1.6,0.3,-30.9,22.3
Cc1cc2nc(SCCN3CCOCC3)[nH]c2cc1C,-0.1,x,2*,1.7,-13.8,-2.8,1.4,-15.7,6.3
COC(=O)c1cccc(NC(=S)NCCC2=CCCCC2)c1,-5.3,0.9,x,-0.4,-4.4,-2.6,-0.1,5.6,21.7
CCN(C#N)c1nc(N(C)C)nc(N(C)C)n1,4.8,0.9,1.1,0.8,4.6,-1.3,12.4,3.1,-23.9
CCCOc1ccc(C2/C(=C(/O)c3ccccc3)C(=O)C(=O)N2CCCN(C)C)cc1OC (stereo unspecified),5.3,x,1,2.8,-9.8,-6.2,-5.8,1.3,15.8
O=C(O)CSc1c[nH]c2ccccc12,6.4,1.1,1.2,0.7,-0.9,-5.8,3.1,-2.3,0.0
CC(C)C(NS(=O)(=O)c1ccc2c(c1)oc(=O)n2C)C(=O)N1CCN(Cc2ccccc2)CC1 (stereo unspecified),4.9,1.6,1.1,-1.8,-10.2,0.4,6.6,-6.0,7.4
O=C1CCC(C(=O)OCc2cc(Cl)ccc2OC(F)F)N1 (stereo unspecified),6.1,1,1.1,-1.0,-8.2,-1.5,-2.7,13.1,13.1
COc1cc(C2NC(=O)NC(C)=C2C(=O)OC(C)C)ccc1OC(=O)c1ccco1 (stereo unspecified),-1.4,x,1.1,-2.6,-6.0,-2.5,-2.9,-20.3,-27.0
CCOc1c2ccc(C(=O)NCCc3cccs3)cc2nn1CC,7.7,1.1,x,-0.1,-11.2,-10.9,0.8,-7.2,17.9
O=C(c1ccc2c(c1)OCO2)N1CCNc2ccccc2C1,10.5,1.1,1.1,-0.2,-9.6,-2.1,1.7,-10.3,4.8
Cc1cccc2cc(C(c3nnnn3Cc3ccc4c(c3)OCO4)N3CCCC3)c(=O)[nH]c12 (stereo unspecified),2.5,1.6,1,0.5,-2.6,-1.8,-0.4,20.2,12.7
Nc1nnc(N2CCCCCC2)s1,2.1,x,1.1,-1.3,10.0,-2.9,-5.3,0.8,-11.0
CCC(C)C(=O)Nc1nc(C)c(-c2csc(Nc3ccc(Cl)cc3)n2)s1 (stereo unspecified),5.6,1,x,2.7,-10.5,-6.7,0.8,1.1,12.8
CC1=C(C(N)=O)C(c2cccc(OCc3ccccc3)c2)n2nnnc2N1 (stereo unspecified),7.1,0.9,1.2,1.6,-6.6,-4.0,5.0,-23.6,-2.4
Cc1c2c(nc3c(C(=O)NC4CCCC4)cnn13)CCCC2,5.2,1.3,0.9,0.2,5.7,1.4,-0.3,12.9,-2.0
CCOC(=O)N1CCN(S(=O)(=O)c2ccc(F)cc2)CC1,2.9,1,1.1,-3.4,-12.5,-2.2,-2.9,1.6,12.7
COC(=O)c1ccc(Sc2ccc(Cl)cc2)c(N)c1,4.6,0.7,1.3,0.4,-3.6,-7.2,-5.8,5.7,-28.0
CC(C)CC(=O)Nc1ccc(Oc2ccc(NC(=O)CC(C)C)cc2)cc1,7.8,x,1.2,0.3,-7.7,1.4,0.4,-20.2,-7.8
O=c1[nH]c2cc3c(cc2cc1C(c1nnnn1Cc1ccccc1)N1CCCc2ccccc21)OCO3 (stereo unspecified),14.0,x,1.2,0.2,-16.1,2.3,-3.1,-0.8,-14.1
Cc1ccc(OCC(=O)OC2CCS(=O)(=O)C2)cc1 (stereo unspecified),7.8,1,1,-3.7,0.2,-5.2,-2.9,-0.7,6.2
CC1CC2=C(CC1/C=N/NC(N)=S)C(C)(C)CCC2 (stereo unspecified),0.5,0.9,1.1,2.4,-4.7,-0.4,-0.1,-5.8,-3.7
